From PubChem BioAssay
GPR151 ag: activators of human GPR151, primary screen, cell-based, PathHunter beta-arrestin, luminescence; PathHunter beta-arrestin GPR151 cells; activation, % at 11.2 µM; 1% of 650,000 active; in the data active = activation above about 4.9%;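 also: 0% = median of compound wells and 100% = cells with positive control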
Target sequence (Q8TDV0 whole entry, looked up): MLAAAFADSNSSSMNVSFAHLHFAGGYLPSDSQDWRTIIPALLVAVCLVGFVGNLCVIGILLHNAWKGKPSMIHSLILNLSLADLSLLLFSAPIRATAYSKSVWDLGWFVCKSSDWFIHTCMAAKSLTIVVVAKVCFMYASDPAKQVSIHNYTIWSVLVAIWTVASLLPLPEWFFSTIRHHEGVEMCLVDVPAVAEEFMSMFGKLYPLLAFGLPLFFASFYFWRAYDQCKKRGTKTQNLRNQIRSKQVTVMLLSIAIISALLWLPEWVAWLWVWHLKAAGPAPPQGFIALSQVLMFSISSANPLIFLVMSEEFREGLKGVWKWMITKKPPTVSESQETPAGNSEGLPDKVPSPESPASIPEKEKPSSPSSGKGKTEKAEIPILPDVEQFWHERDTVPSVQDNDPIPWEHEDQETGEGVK
FBW7 activator: FBW7 E3 ligase activators, primary screen, biochemical, AlphaScreen, human. F-box/WD repeat-containing protein 7 (Homo sapiens), Q969H0. AlphaScreen FBW7–phospho-cyclin E peptide binding, activator screen. normalized activity (activation), % at 26.1 µM. 0.13% of 650,000 active; in the data active = normalized activity above about 1.9%;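 also: purified mutant Fbw7 with reduced substrate affinity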
TEAD-YAP inh: TEAD-YAP interaction inhibition, primary screen, TEAD-YAP interaction inhibitor project, luminescence, HEK-TIYL cells; TEAD-Gal4/YAP UAS-luciferase luminescence; inhibition, % at 9.12 µM; 1.4% of 640,000 active; AID 1259422, 2018; in the data active = inhibition above about 32%;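 also: 0% = median of test compound wells and 100% = reference inhibitor wells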
MITF primary: MITF inhibitors, primary screen, biochemical, AlphaScreen, human; 0.91% of 650,000 active; inhibition, % at 2.6 µM; AlphaScreen MITF homodimerization, bead proximity signal; Microphthalmia-associated transcription factor (Homo sapiens), O75030; in the data active = inhibition above about 50%;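 also: 0% = vehicle wells with protein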
Target sequence (O75030 whole entry, looked up): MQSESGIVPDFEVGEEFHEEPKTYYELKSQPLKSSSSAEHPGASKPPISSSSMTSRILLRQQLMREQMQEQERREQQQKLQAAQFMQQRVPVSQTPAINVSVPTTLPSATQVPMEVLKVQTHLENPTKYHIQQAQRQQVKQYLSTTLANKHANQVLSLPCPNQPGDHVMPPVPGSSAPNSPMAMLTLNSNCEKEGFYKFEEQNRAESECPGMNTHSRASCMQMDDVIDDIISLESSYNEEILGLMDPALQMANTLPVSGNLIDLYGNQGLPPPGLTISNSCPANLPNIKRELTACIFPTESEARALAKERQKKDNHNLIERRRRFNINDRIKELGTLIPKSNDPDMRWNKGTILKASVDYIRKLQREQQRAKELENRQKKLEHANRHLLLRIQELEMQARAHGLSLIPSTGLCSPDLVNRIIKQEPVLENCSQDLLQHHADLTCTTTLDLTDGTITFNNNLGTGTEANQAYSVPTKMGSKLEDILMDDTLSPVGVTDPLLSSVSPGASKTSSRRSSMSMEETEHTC
* hit, by the source's call.

compound,GPR151 ag,FBW7 activator,TEAD-YAP inh,MITF primary
CC(=O)Nc1ccc(/C(C)=N\NC(=O)c2cc([N+](=O)[O-])cc([N+](=O)[O-])c2)cc1,-0.5,0.1,-2,6
CC(C)N(CCNC(=O)c1cnc(NC2CCN(Cc3ccccc3)CC2)s1)C(C)C,-0.8,0.0,6,-14
COc1ccc(OC)c(N(CC(=O)N2CCc3ccccc3C2)S(=O)(=O)c2ccc(C)cc2)c1,1.6,0.1,-2,19
c1ccc(-c2nc(Nc3ccc(N4CCOCC4)cc3)c3ncn(-c4ccccc4)c3n2)cc1,0.9,0.2,7,-6
CCN(CC)C(=O)C1CC(=O)c2sc(NC(=O)C3CCC3)nc2C1 (centres undefined),-0.1,0.1,0,8
Nc1nc(SCC(=O)Nc2cc(Cl)ccc2Cl)n[nH]1,1.0,0.0,-8,2
CN(CCc1cnn(C)c1)c1nc2nonc2nc1NC1CCCC1,-2.5,-0.1,13,8
CCc1ccc(-n2c(=S)sc3c(=O)[nH]c(SCC(=O)Nc4cccc(OC)c4)nc32)cc1,0.2,0.0,-4,1
O=C1C2C3C=CC(C4CC34)C2C(=O)N1/N=C/c1ccc(-c2ccc(F)cc2)o1 (centres undefined),0.7,0.5,-12,9
Cc1c(Cl)cccc1NC(=O)COc1ccccc1C(C)(C)C,0.2,0.5,6,2
COc1cccc(CN2CCNC(=O)C2CC(=O)NCCn2cccn2)c1OC (centres undefined),-0.7,0.3,3,0
CCCCCCc1cc2cc(-c3csc(NC(=O)CCC(=O)NCCc4ccc(C)cc4)n3)c(=O)oc2cc1O,-1.9,-0.1,-7,4
CN1C(=O)/C(=C2\SC(=Nc3ccc(F)cc3)NC2=O)c2cc(Br)ccc21,1.6,-0.1,1,51*
COc1ccccc1C(O)(C(=O)NNc1cccc(C)c1)c1ccccc1OC,1.0,0.1,8,-2
O=C(Cn1cnc2c(cnn2CCO)c1=O)N1CCCC1,1.3,0.0,0,-2
CCOC(=O)c1c(SC(C)C)nc(=O)[nH]c1C,0.2,-0.2,-1,-7
Clc1ccc(N2N=C(/C=C/c3cccs3)CC2c2cccs2)cc1Cl (centres undefined),-0.8,0.1,-3,-11
CC1CCCN(c2nc3c(c(=O)[nH]2)CN(Cc2ccc4nccnc4c2)CC3)C1 (centres undefined),-1.6,0.2,-3,-10
Cc1ccccc1CN(CC1CCC(C(=O)O)CC1)C(=S)Nc1ccccc1C (centres undefined),0.3,0.6,5,-2
O=C(CSc1ncnc2ccccc12)Nc1nc2ccccc2s1,-0.6,0.0,7,5
Cc1nn(CCO)c2nc(-c3cccs3)cc(C(F)(F)F)c12,0.9,0.2,18,4
COCCNC(=O)C(=O)NCC1OCCCN1S(=O)(=O)c1ccc(F)c(C)c1 (centres undefined),0.9,-0.1,-3,-3
Cc1ccc(-c2nc(NS(=O)(=O)c3ccc(Cl)cc3)sc2C)cc1,-1.4,-0.1,3,5
O=C1N(Cc2ccccc2)c2ccccc2C1(c1ccccc1)c1ccccc1,0.2,0.6,-1,1
COc1ccc(Cl)cc1NC(=O)c1ccc(C)o1,-1.3,0.0,-1,-4
O=[N+]([O-])c1ccc(OCCCOc2cccc3cccnc23)cc1,-0.9,-0.2,-11,23
C=CCn1c(=O)c2c(nc3n(Cc4ccc(OC)cc4)c(C)c(C)n23)n(C)c1=O,-0.4,0.3,1,15
COC(=O)c1ccccc1NS(=O)(=O)c1ccc(C)cc1C,-0.8,0.4,13,5
Oc1ccc(CCNc2nc(NCCN3CCOCC3)nc3c2ncn3C2CCCCC2)cc1,-1.1,0.0,-2,0
CCN(CC)S(=O)(=O)c1ccc2c(c1)c(C)cn2C,0.1,0.3,7,4
O=C(C1CCCO1)N1CCN(S(=O)(=O)c2cccc3nsnc23)CC1 (centres undefined),-1.1,0.0,5,0
Nc1ccc(NC(=O)c2cccc(I)c2)cc1,-1.2,-0.3,13,-4
COc1ccccc1N1CCN(CC(=O)Nc2ccc(N)cc2)CC1,-0.3,-0.3,4,-6
O=C1CCC(CCC(=O)N2CCOc3ccccc3C2)(Cc2ccco2)N1 (centres undefined),-0.6,0.1,2,-15
COc1c(C)cc(S(=O)(=O)NCC2CCCO2)c(C)c1C (centres undefined),-0.9,0.3,10,0
CCN(CC)C(=O)CSc1nc2cc3c(cc2c(=O)n1CCC1=CCCCC1)OCO3,-0.7,0.0,-8,-16
COc1ccc(S(=O)(=O)N2CCn3cccc3C2C)cc1[N+](=O)[O-] (centres undefined),-1.1,0.0,7,-5
N#Cc1ccc(OCC(=O)Nc2ccc([N+](=O)[O-])cc2C#N)cc1,-1.7,0.3,14,9
O=C1N[C@@H](Cc2ccccc2)C(=O)N2CCN(C(=O)c3ccc(Cl)cc3)C[C@H]12,-0.4,0.5,3,-6
CCC(=O)NNC(=O)CSc1nc2cc3c(cc2cc1CC)OCCO3,-1.2,0.1,-7,-2
CCOC(=O)C1=C(CC)Nc2ccccc2N/C1=N\S(=O)(=O)c1cccc(C(C)=O)c1,-0.1,0.0,2,10
Cc1ccccc1CSc1nsc(SCc2ccccc2C)c1C#N,-0.1,-0.1,-2,-13
CC(C)c1ccccc1NC(=O)CN1C(=O)C(=O)c2ccccc21,0.3,-0.1,-2,-1
CCCCN(Cc1ccccc1)Cc1ccco1,-1.3,-0.3,1,37
CCOC(=O)C1(CC2CCCCO2)CCN(Cc2nccn2-c2ccc(OC)cc2)CC1 (centres undefined),3.8,0.1,2,6
Brc1cc2c(cc1/C=N/Nc1ccccc1)OCO2,1.0,0.3,-2,-11
COc1ccc(-c2nc(CSCC(=O)NC(C)c3ccccc3)c(C)o2)cc1OC (centres undefined),-1.1,0.8,4,21
CCOC(=O)C1=C(c2ccccc2)S/C(=C2/C(=S)C(C)(C)N(C)c3ccc(C)cc32)S1,-0.4,-0.5,-2,12
CCN(CC(=O)Nc1ccc(C(N)=O)cc1)S(=O)(=O)c1ccc(Br)cc1,0.1,-0.1,6,13
Cc1ccc(S(=O)(=O)N2CCN(C(=O)CNC3CCCCC3C)CC2)cc1 (centres undefined),-0.1,0.1,3,25
COc1ccccc1Cn1c(=S)[nH]c2cc(C(=O)NCc3ccco3)ccc2c1=O,0.3,-0.1,-9,1
CC(=O)N1C(=O)C(=O)c2cc(Cl)ccc21,-1.1,-0.1,0,-11
CCCCN(CC)CCNS(=O)(=O)c1cc(Br)cc2c1N(C(C)=O)CC2,-1.1,0.0,-4,3
N#CCCN1CCN(S(=O)(=O)c2ccc(S(N)(=O)=O)cc2)CC1,-0.2,0.5,9,19
Cn1ncc([N+](=O)[O-])c1C(=O)Nc1ccccc1Cl,-0.3,-0.1,0,-3
CCOc1cc(/C=N/NC(N)=O)ccc1OCC(=O)Nc1ccc(C)c(C)c1,-0.8,-0.2,-6,7
CCOc1ccc(CC(=O)Nc2sc3c(c2C(=O)OC)CCCCC3)cc1OCC,1.3,-0.1,5,4
COc1ccc(/C=N/NC(=O)CCC(=O)Nc2ccccc2Br)cc1,-0.7,0.1,3,-3
CC(C)C(NC(=O)c1ccc(Cl)cc1Cl)C(=O)Nc1ccc(N)c([N+](=O)[O-])c1 (centres undefined),1.8,-0.2,-19,2
CCC(=O)N1c2ccccc2NC2=C(C(=O)CCC2)C1c1ccc(N(C)C)cc1 (centres undefined),-0.5,-0.1,-6,0

Brought forward from above: 2 compounds, then new ones.
Values run as follows: GPR151 ag	FBW7 activator	TEAD-YAP inh	MITF primary
CC(C)C(NC(=O)c1ccc(Cl)cc1Cl)C(=O)Nc1ccc(N)c([N+](=O)[O-])c1 (centres undefined)
→ 1.8	-0.2	-19	2
CCC(=O)N1c2ccccc2NC2=C(C(=O)CCC2)C1c1ccc(N(C)C)cc1 (centres undefined)
→ -0.5	-0.1	-6	0
COc1cccc(/C=N/NC(=O)C(=O)Nc2ccccc2)c1OC
→ 2.3	0.0	-30	11
O=C(NCCCn1ccnc1)c1cccnc1
→ 0.0	-1.5	-4	26
CCOc1ccc(N(C(=O)c2ccco2)C(C(=O)NC2CCCC2)c2cccnc2)cc1 (centres undefined)
→ 0.8	0.0	-3	6
Cn1nccc1Nc1cc(C(=O)NCCOc2ccccc2)ccn1
→ 1.0	0.3	6	11
COc1ccc(C2=NN(C(=O)c3ccc(Br)o3)C(c3cccc(OC)c3OC)C2)cc1OC (centres undefined)
→ 1.1	-0.1	5	-6
Cc1ccc(/C=N/NC(=O)c2cc(-c3cccs3)[nH]n2)s1
→ -0.9	0.0	-8	-4
COc1ccccc1OCCn1c(SCCOc2ccccc2)nc2ccccc21
→ 0.1	0.2	-18	-17
CCOC(=O)c1ccccc1-c1ccc(C=C2C(=O)NC(=O)NC2=O)o1
→ -1.3	0.0	6	20
CN=C1S/C(=C\c2cn(C)c3ccccc23)C(=O)N1C
→ -0.3	-0.1	-1	-15
Cc1ccc(S(=O)(=O)N2C(=O)C(=O)c3cc(C)ccc32)cc1
→ 0.2	0.0	6	9
COc1cccc(OCC(=O)Nc2ccc(-c3cn[nH]c3)cc2OCCCO)c1
→ -0.6	0.6	-12	15
CN(C)c1ccc(N=Cc2c(O)n(Cc3ccccc3)c(=O)[nH]c2=O)cc1
→ -0.9	0.1	4	-4
Cc1cc(C)c(C)c(C(=O)COC(=O)CNC(=O)CNC(=O)c2ccco2)c1C
→ 0.4	-0.2	-3	6
CCOC(=O)c1[nH]c(C)c(C(=O)Nc2cccc(C)c2)c1C
→ -0.1	-0.1	-13	-4
O=S1(=O)c2ccccc2S(=O)(=O)N1c1cccc(Cl)c1
→ -1.0	0.0	-3	3
O=C(O)C1CC=CCC1C(=O)Nc1ccc(Cc2ccncc2)cc1 (centres undefined)
→ -0.4	-0.1	6	0
COc1ccccc1NC(=O)c1ccc2c(=O)n(Cc3ccco3)c(=S)[nH]c2c1
→ -1.6	-0.1	1	-10
Cc1nnc2sc(SCc3cccc([N+](=O)[O-])c3)nn2c1=O
→ 0.9	0.2	6	10
CCCOc1c(I)cc(/C=C2\SC(N)=NC2=O)cc1OCC
→ -1.4	0.0	-3	3
CCOC(=O)c1c(NC(=O)CSc2nnc(CNC(=O)c3ccccc3OC)n2Cc2ccccc2)sc2c1CCCC2
→ -1.3	0.0	-1	9
CCOC(=O)N1CCC(=NNC(=O)NC2CCCCC2)CC1
→ 1.4	0.1	-2	12
C=CCn1c(SCC(=O)c2ccc3c(c2)OCO3)nc2scc(-c3ccccc3)c2c1=O
→ -0.3	0.0	-1	10
CNCCOc1ccc(C(C)(C)c2ccccc2)cc1
→ -0.6	0.7	-5	52*
COCCNC(=O)c1sc2ncn(CC(=O)N3CCOCC3)c(=O)c2c1C
→ -1.7	0.1	-3	9
CCC(C)NC(=O)C(=O)Nc1ccccc1Cl (centres undefined)
→ -2.2	0.0	-60	-6
CC(=O)NCCn1c(SCC(=O)Nc2ccc(C)c(Cl)c2)nc2ccccc2c1=O
→ -0.4	1.6	13	13
COc1cc(/C=N/NCCO)ccc1OC(=O)c1cccs1
→ -0.3	-0.1	-6	36
COc1cc(NC(=O)c2cc(CC(C)C)on2)cc(OC)c1OC
→ 1.4	-0.1	-6	4
CCCC(=O)OCCNc1cc(SC(C)C)c2nonc2c1[N+](=O)[O-]
→ 0.9	0.1	-3	7
Cn1c(=O)[nH]c(=O)c2c1nc(NCCO)n2CCO
→ -0.5	-0.1	-5	-2
CC1CCCCC1NC(=O)C(=O)NCC1CCCO1 (centres undefined)
→ -0.2	-0.1	-20	-10
COc1ccccc1C(=O)Oc1coc(CSc2nccn2C)cc1=O
→ 1.5	-0.3	7	15
COC(=O)c1nnn(-c2nonc2N)c1CN1CCOCC1
→ -0.1	0.0	4	7
CCCNC(=O)c1cnc(N2CCCC2)nc1
→ -0.6	-0.1	-13	-4
COCCNC(=O)c1nn(-c2cc(OC)cc(OC)c2)c(=O)c2ccccc12
→ 0.1	-0.1	6	6

In a second layout: 2 of the compounds above.
CCC(=O)NNC(=O)CSc1nc2cc3c(cc2cc1CC)OCCO3
  GPR151 ag: -1.2; FBW7 activator: 0.1; TEAD-YAP inh: -7; MITF primary: -2

CCOC(=O)C1=C(CC)Nc2ccccc2N/C1=N\S(=O)(=O)c1cccc(C(C)=O)c1
  GPR151 ag: -0.1; FBW7 activator: 0.0; TEAD-YAP inh: 2; MITF primary: 10

An excerpt from above, reduced to FBW7 activator:
SMILES | FBW7 activator
CCCNC(=O)c1cnc(N2CCCC2)nc1 | -0.1
CC1CCCCC1NC(=O)C(=O)NCC1CCCO1 (centres undefined) | -0.1
COC(=O)c1nnn(-c2nonc2N)c1CN1CCOCC1 | 0.0
COc1ccccc1C(=O)Oc1coc(CSc2nccn2C)cc1=O | -0.3
COCCNC(=O)c1nn(-c2cc(OC)cc(OC)c2)c(=O)c2ccccc12 | -0.1
